STK33 inh: blocks human STK33 kinase activity; purified STK33, MBP phosphorylation, ADP-Glo luminescence; inhibition, % at 10 µM; actives 0.073% (n = 320,000); AID 2661;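 active = inhibition at or above 25%, using the most active replicate where run in duplicate; inactive = inhibition below 25%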
Kir21 inh: inhibitors of mouse Kir2.1 inward-rectifier potassium channel | actives 0.85% (n = 310,000) | B-score at 10 µM | HEK293-Kir2.1, FluxOR thallium flux fluorescence; stronger effect = lower value | AID 1672;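 active = fluorescence ratio B-score at or below minus 3 SD of library scores, with starting-brightness B-score within 2 SD, cut at about -4.2 in these data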;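 also: channel flux triggered by added potassium and thallium sulfate stimulus; B-score of peak minus minimum fluorescence over baseline after thallium stimulus; more negative B-score means stronger Kir2.1 block with less thallium influx; some compounds called inactive have numbers as strong as hits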
KCNQ2 block: KCNQ2 potassium channel inhibitors, primary screen, cell-based, CHO-K1, FluxOR thallium flux, B-score (AID 2156) | O88943 | 20 min; stronger effect = lower value | B-score at 10 µM | actives 1.1% (n = 310,000);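 active = fluorescence ratio B-score at most minus 3 library SDs, with starting brightness B-score within 2 library SDs, cut at about -5.5 in these data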
Target sequence (O88943 whole entry, looked up): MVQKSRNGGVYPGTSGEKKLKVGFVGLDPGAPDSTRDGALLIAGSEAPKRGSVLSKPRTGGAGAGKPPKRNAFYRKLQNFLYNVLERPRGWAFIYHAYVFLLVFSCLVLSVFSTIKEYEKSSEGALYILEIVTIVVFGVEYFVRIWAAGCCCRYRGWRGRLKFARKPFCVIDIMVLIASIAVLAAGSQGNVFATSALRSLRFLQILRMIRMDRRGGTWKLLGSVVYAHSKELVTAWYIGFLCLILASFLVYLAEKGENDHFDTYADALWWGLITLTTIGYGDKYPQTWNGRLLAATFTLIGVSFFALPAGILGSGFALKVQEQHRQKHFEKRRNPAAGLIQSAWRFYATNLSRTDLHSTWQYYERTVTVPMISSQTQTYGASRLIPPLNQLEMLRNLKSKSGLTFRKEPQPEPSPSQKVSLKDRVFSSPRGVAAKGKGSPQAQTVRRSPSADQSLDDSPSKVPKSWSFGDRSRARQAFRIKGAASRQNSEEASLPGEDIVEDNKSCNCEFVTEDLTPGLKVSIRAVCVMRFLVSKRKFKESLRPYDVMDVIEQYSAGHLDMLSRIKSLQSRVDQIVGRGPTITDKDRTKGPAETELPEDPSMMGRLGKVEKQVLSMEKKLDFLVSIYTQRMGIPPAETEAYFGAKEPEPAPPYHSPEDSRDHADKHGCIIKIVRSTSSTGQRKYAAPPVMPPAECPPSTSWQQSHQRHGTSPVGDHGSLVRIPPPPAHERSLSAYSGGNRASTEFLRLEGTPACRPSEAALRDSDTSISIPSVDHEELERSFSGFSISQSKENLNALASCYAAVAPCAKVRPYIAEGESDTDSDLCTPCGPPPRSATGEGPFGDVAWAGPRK
Starred values were filed as active, the others as inactive; i = inactive; · = no result given.

SMILES	STK33 inh	Kir21 inh	KCNQ2 block
COCc1nnc(NS(=O)(=O)c2ccc(NC(C)=O)cc2)s1	0.5	-0.06	i
COc1ccc(N2CCN(C(=O)COC(=O)COc3ccc(C#N)cc3)CC2)cc1	-1.6	0.36	i
CCCn1nc(C(=O)Nc2ccc3nc(C)sc3c2)c2ccccc2c1=O	0.1	1.6	i
CCOc1ccc2c(c1)C(c1ccc(C)o1)=NNC(c1ccncc1)=N2	-1.9	0.05	i
CCOC(=O)Cn1c(S(=O)(=O)Cc2cccc(F)c2)nc(-c2ccccc2)c1-c1ccccc1	-0.1	0.39	i
Cc1cc(C(=O)NC2CCCc3c2cnn3-c2ccc(C(C)(C)C)cc2)n[nH]1 (stereo not given)	-1.5	0.91	i
Cc1c(CNCC(C)c2ccccc2)c(C(=O)O)c(C)n1Cc1ccccc1 (stereo not given)	-1.3	0.93	i
COc1ccc(CN2CN(S(=O)(=O)c3ccccc3)c3nc4ccccc4nc32)cc1	-1.1	-0.32	i
CCCNC(=O)c1oc2ccc3c(c2c1C)C(=O)CC(C)(C)O3	-0.3	0.79	i
CCOc1ccc(OCCC(=O)NNC(=O)c2cc(OC)c(OC)c(OC)c2)cc1	-1.0	-1.9	i
CCOC(=O)C(=CNc1ccc2c(c1)CCN2C(C)=O)C(=O)OCC	-2.6	-0.37	i
O=C(O)C1CCN(C(=O)OCc2ccccc2)CC1	-0.6	-0.53	i
CCc1nc(C)cn1S(=O)(=O)c1ccc(Cl)c(Cl)c1Cl	0.0	-2.5	i
CN(C)/N=C/C=C1\CC/C(=C\c2ccc(F)c(F)c2)C1=O	0.8	-1.2	i
Cc1ccc(-c2ccc(/C=N/N3C(=O)C4C5C=CC(CC5)C4C3=O)o2)c([N+](=O)[O-])c1 (stereo not given)	-2.3	1.4	i
O=C(c1cnn2c(C(F)(F)F)cc(-c3ccccc3)nc12)N1CCOCC1	-0.7	-0.04	i
Nc1nnc(SCc2ccccc2)n1-c1ccccc1	-0.1	1.2	i
Cc1cccc(-n2c(O)c(C=NCCCN3CCOCC3)c3ccccc3c2=O)c1	-1.2	-0.15	i
CC1(C)OC2C(O1)[C@@H](CO)O[C@H]2n1cnc2c(N)ncnc21 (stereo not given in full)	-1.8	0.4	i
COc1ccccc1NC(=O)c1ccc(CSc2ncccn2)cc1	0.0	0.88	i
COc1ccc2cc3c(N)c(C(=O)N4CCCC4)sc3nc2c1	0.7	-0.82	i
CCOC(=O)C(C)Sc1nc(N2CCOCC2)c2c(c1C#N)CC(C)(C)OC2 (stereo not given)	0.7	0.16	i
COc1ccc(CCNC(=O)c2cc(-c3cc(C)c(C)cc3O)n[nH]2)cc1OC	-2.1	-1.1	i
CCCOc1ccc(Oc2ccc(S(=O)(=O)N3CCN(C)CC3)cn2)cc1	-0.5	0.09	i
OCCN=C1CCCc2c1[nH]c1ccc(Br)cc21	1.0	0.77	i

As a working copy, four of the compounds above:
SMILES	STK33 inh	Kir21 inh	KCNQ2 block
Nc1nnc(SCc2ccccc2)n1-c1ccccc1	-0.1	1.2	i
Cc1cccc(-n2c(O)c(C=NCCCN3CCOCC3)c3ccccc3c2=O)c1	-1.2	-0.15	i
CC1(C)OC2C(O1)[C@@H](CO)O[C@H]2n1cnc2c(N)ncnc21 (stereo not given in full)	-1.8	0.4	i
COc1ccccc1NC(=O)c1ccc(CSc2ncccn2)cc1	0.0	0.88	i

Full records from above. Order of values: STK33 inh, Kir21 inh, KCNQ2 block
Profile of `COCc1nnc(NS(=O)(=O)c2ccc(NC(C)=O)cc2)s1` = 0.5, -0.06, i
Profile of `CCOC(=O)Cn1c(S(=O)(=O)Cc2cccc(F)c2)nc(-c2ccccc2)c1-c1ccccc1` = -0.1, 0.39, i
Profile of `CCOC(=O)C(C)Sc1nc(N2CCOCC2)c2c(c1C#N)CC(C)(C)OC2` (stereo not given) = 0.7, 0.16, i

Other entries
SMILES	STK33 inh	Kir21 inh	KCNQ2 block
COc1ccc(Cl)cc1-n1c(=S)sc2c(=O)[nH]c(SCC(=O)NCCC(C)C)nc21	·	1.6	i
Oc1ccc(-c2nnc(-c3ccccc3)c(-c3ccccc3)n2)cc1	-1.2	0.04	i
COc1cccc(-c2nc(NC3CCCC3)c3ccccc3n2)c1O	-0.3	-1.4	i
Cc1ccc(-c2nc(NCCCO)c3ccccc3n2)cc1	-0.5	-0.61	i
COc1ccc([N+](=O)[O-])cc1NC(=O)C1(c2ccc(OC)c(OC)c2)CCOCC1	0.0	-0.03	i
CCCCCCOC(=O)Nc1ccc(S(=O)(=O)Nc2cccc([N+](=O)[O-])c2)cc1	-1.1	0.55	i
CS(=O)(=O)c1nc(-c2cccs2)cc(C(F)(F)F)n1	6.3	-6*	-5.9*
CC(C)(C)C(=O)N1CCN(S(=O)(=O)c2ccc3c(c2)OCCCO3)CC1	-1.5	0.7	i
O=C(c1ccccc1)N1N=C(C(F)(F)F)CC1(O)c1ccccc1O (stereo not given)	1.0	0.84	i
Cc1nn(-c2nc(-c3ccco3)cc(C(F)(F)F)n2)c(C)c1Br	-1.2	1.3	i
COc1ccccc1OCCn1cc(C(=O)C(C)C)c2ccccc21	0.3	0.1	i
CCC(C)(C)NC(=O)C1CCN(c2nc(C)cc(C)n2)CC1	-0.4	2.4	i
CN(C(=O)c1ccc2c(c1)SC1=NS(=O)(=O)CCN12)C(c1ccccc1)c1ccccc1	-0.2	0.71	i
COC(=O)c1ccc(/C=C/C(=O)c2cccc(OC)c2)cc1	-0.5	-0.15	i
Cc1cc(C)cc(NC(=O)CCCN2C(=O)C(c3ccccc3)Oc3cccnc32)c1 (stereo not given)	-0.4	-0.17	i
COc1ccc(CNC(=O)C2CCCN(S(=O)(=O)c3ccc4c(c3)C(C)(C)C(=O)N4C)C2)cc1 (stereo not given)	-0.3	0.02	i
CCNS(=O)(=O)c1ccc(CCC(=O)NC2CCCC2)cc1	4.0	0.02	i
Nc1ccc2c(c1)OCCOCCOCCOCCOCCO2	1.4	-1.9	i
CCOC(=O)Cn1ccc(-c2ccccc2)c(C#N)c1=O	-1.1	-0.24	i
CC1(C)OC2C(CO)OC(n3cnc4c(=S)nc[nH]c43)C2O1 (stereo not given)	-0.9	0.01	i
On1c(-c2ccc(Cl)cc2)nc2ccccc21	1.1	0.75	i
C/C(=N\NC(=S)Nc1ccc(C(C)C)cc1)c1ccc2c(c1)OCO2	-0.4	3.1	i
C=Cc1ccc(Cn2nc(-c3ccccc3)ccc2=O)cc1	3.4	0.92	i
CC(=O)Nc1ccc(S(=O)(=O)N2CCN(CC(=O)N3CCOCC3)CC2)cc1	1.1	0.37	i
CC1=Nc2cc(C(=O)NCC3CCCO3)ccc2Sc2ccc(C)cc21 (stereo not given)	-2.6	0.6	i

3 entries out of the list, arranged by molecular weight, descending:
SMILES	STK33 inh	Kir21 inh	KCNQ2 block
Cc1cc(C)cc(NC(=O)CCCN2C(=O)C(c3ccccc3)Oc3cccnc32)c1 (stereo not given)	-0.4	-0.17	i
CS(=O)(=O)c1nc(-c2cccs2)cc(C(F)(F)F)n1	6.3	-6*	-5.9*
Cc1ccc(-c2nc(NCCCO)c3ccccc3n2)cc1	-0.5	-0.61	i

(next part)
SMILES	STK33 inh	Kir21 inh	KCNQ2 block
Cc1cccc(C(=O)NCc2nnc(SCC(=O)NC3=NCCS3)n2C)c1	0.3	2.5	i
COc1cccc(C2/C(=C(/O)c3ccc4c(c3)CC(C)O4)C(=O)C(=O)N2c2nnc(C)s2)c1 (stereo not given)	0.6	-0.17	i
FC(F)(F)COc1nc(OCC(F)(F)F)nc(N2CCN(c3ccccc3)CC2)n1	0.9	0.07	i
Cc1cc(NC(=O)c2ccc3c(c2)C(=O)N(C(C)(C)C)C3=O)no1	-1.5	-0.23	i
CN(Cc1ccccc1)C(=O)c1[nH]cnc1C(=O)N[C@@H](CCCCNC(=O)OC(C)(C)C)C(=O)OC(C)(C)C	0.1	-0.13	i
CCCCC(=O)Nc1cccc(C(=O)N/N=C/c2ccc(OC)cc2OC)c1	-0.5	0.77	i
Cc1ccc(SCC(=O)Nc2cc(C)on2)cc1	-1.1	0.49	i
Cc1cccc(OCc2nc(C#N)c(NCCN(C)C)o2)c1	0.4	0.31	i
Nc1cc(-c2nn[nH]n2)ccc1F	-0.5	2.2	i
CCOC(=O)C1CCN(S(=O)(=O)c2cn(C)cn2)CC1	1.5	-1.3	i
O=C(O)c1ccccc1SC1CC(=O)N(c2ccc3c(c2)OCO3)C1=O (stereo not given)	2.0	1.4	i
Cc1ccc(S(=O)(=O)N2C=CC(C(F)(F)F)=NCC2)cc1	-1.0	-0.87	i
CN(C)S(=O)(=O)c1cccc(NC(=S)N2CCCCC2CO)c1 (stereo not given)	-2.1	-0.12	i
COc1ccc(C(=O)Nc2ccc3nc(N4CCCCC4)cc(C)c3c2)c(OC)c1	-0.3	-2.7	i
COc1cc(-c2nc3cnccn3c2Nc2ccc(C)cc2)ccc1O	1.0	-0.08	i
O=C(CN1CCC(NC(=O)c2ccc(Br)cc2)CC1)NCc1cccs1	-1.0	1.3	i
Cn1cccc1C(=O)NC(=O)COC(=O)CNS(=O)(=O)c1ccc(Br)cc1	-1.5	1.4	i
COC(=O)C1=C(Nc2ccc(C)cc2)C=C(C)C(C(=O)OC)C1c1ccc(F)cc1 (stereo not given)	-0.6	0.38	i
COc1ccc(C(=O)NC(=S)Nc2ccc(S(=O)(=O)Nc3cc(C)on3)cc2)cc1OC	-1.3	2.5	i
CC(C)(C)Oc1ccccc1Nc1nc(NCCO)nc(N2CCCC2)n1	0.2	0.89	i
O=C(C1CCCN(S(=O)(=O)c2ccccc2[N+](=O)[O-])C1)N1CCN(c2ccccc2)CC1 (stereo not given)	4.3	0.1	i
O=c1c2ccccc2c(/C=N/c2n[nH]c(CCCO)n2)c(O)n1-c1ccccc1Cl	1.7	-0.06	i
COc1ccc(CNS(=O)(=O)c2cc(-c3cc(C)no3)ccc2C)cc1OC	0.2	-2.3	i
COc1cc(/C=C/c2ccc3cccc(O)c3n2)cc(Br)c1OC	0.0	1.3	i
O=C(/C=C/c1ccccc1)c1ccc2c(c1)OCO2	2.4	1.1	i

New compounds follow
SMILES	STK33 inh	Kir21 inh	KCNQ2 block
CSc1ncccc1C(=O)N1CCCC(C(=O)c2ccc3ccccc3c2)C1 (stereo not given)	-1.3	-0.03	i
CCOc1cc(S(=O)(=O)NC2CCCCC2)ccc1F	-1.0	0.18	i
O=C(NCCCN1CCOCC1)c1ccc(NC(=O)C2COc3ccccc3O2)cc1 (stereo not given)	1.4	1.6	i
CCn1c(SCC(=O)NC2CCS(=O)(=O)C2)nnc1-c1ccccc1 (stereo not given)	-0.2	1.4	i
CCOc1ccc(CCNC(=O)COC(=O)c2c(OC)cccc2OC)cc1OCC	-2.7	-2	i
O=C(Nc1ccc(Cl)c([N+](=O)[O-])c1)C(Sc1ccccc1)c1ccccc1 (stereo not given)	-1.3	1.4	i
COc1ccc(S(=O)(=O)Nc2c(C)cccc2C)cc1-n1cnnn1	-0.5	1.4	i
CN(C)CCCNC(=O)Cc1ccc(Br)cc1	-0.7	-0.03	i
CC1CC(C)CN(S(=O)(=O)c2ccc3c(c2)oc(=O)n3CC(=O)N(C)Cc2ccccc2)C1 (stereo not given)	-0.8	2.2	i
COC(=O)C(C)(C)ONC(=O)Nc1ccc([N+](=O)[O-])cc1	-0.1	0.53	i
CCOC(=O)CSc1nc2cc3c(cc2cc1CC)OCCO3	-1.3	0.64	i
O=C(CN1CCN(c2ccccc2)CC1)Nc1nnc(-c2ccccc2)s1	-0.3	0.36	i
CC(C)CCn1c(Sc2nc3ccccc3o2)nc2c1c(=O)[nH]c(=O)n2C	-2.9	-4.4	i
NC(=O)C1c2ccccc2Oc2ccccc21	0.6	-1.7	i
COc1ccc(-n2c(SCc3cccnc3)nc3c(c2=O)SCC3)cc1OC	·	1.3	i
O=C(O/N=C\c1ccc(N2CCCCC2)c([N+](=O)[O-])c1)c1ccc(Cl)cc1Cl	-0.3	0.33	i
CCCCn1nc(C(=O)NNC(=O)c2ccncc2)c2ccccc2c1=O	-1.0	-0.8	i
C=CCN(CC=C)S(=O)(=O)c1ccc(NC(=S)NC(=O)c2ccco2)cc1	2.0	-0.16	i
CCN(CC)C(=O)COc1ccc(-c2nnc(N3CCCCC3)c3ccccc23)cc1	0.2	-0.33	i
COc1ccc(C(=O)N2CCC(C(=O)O)CC2)cc1	0.3	0.88	i
CC(C)C(OC(=O)c1cccs1)C(=O)NCc1ccco1 (stereo not given)	1.4	-5.5	i
CCCSc1nc2c(c(=O)n1CC)SC(C)C2 (stereo not given)	-0.3	-2.5	i
O=C(Cc1cn(Cc2cccc(Cl)c2)c2ccccc12)N1CCCCCC1	-0.4	2.2	i
CCOC(=O)CNC(=O)CCCCCC(=O)NCC(=O)OCC	-1.1	0.69	i
CCC1CCCCN1CCCNC(=O)CC1Oc2ccc(C)cc2NC1=O (stereo not given)	-1.6	0.21	i

Continuation:
SMILES	STK33 inh	Kir21 inh	KCNQ2 block
CCCN1CCN(CCCNC(=O)c2cc3c(=O)[nH]c4ccccc4c3s2)CC1	1.3	-0.04	i
Cc1cccc(NC(=O)C2CCN(S(=O)(=O)c3ccc4ccccc4c3)CC2)n1	2.1	0.22	i
CSc1nc2ccccc2n1Cc1cccc(F)c1	0.1	-3.8	i
O=C1c2cccc3c(N4CCCCC4)ccc(c23)C(=O)N1c1ccccc1O	-0.1	-2.1	i
Cc1cccc(OCC(=O)NCC(=O)N/N=C/c2cccs2)c1	1.3	-0.23	i
CCOC(=O)c1cccc(NC(=O)CSc2nnc(-c3ccoc3C)n2CC)c1	-0.3	-2.1	i
COc1c2ccoc2c(OC[C@@H](O)C(C)(C)O)c2oc(=O)ccc12	-2.7	0.63	i

Random draw from the library; any-hit rate near 1.9%.
